TTR transcr act: TTR transcription activation, primary screen; SH-SY5Y TTR promoter Gaussia luciferase, luminescence; 100% = recombinant luciferase protein wells; activation, % at 16.7 µM; 92,000 tested, 1.3% active;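 active = activation above the mean of all tested compounds plus 3 SD, cut at about 9.5% in these data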;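 note: cells exposed to compounds for one day before reading; 0% = median of all test compound wells on the plate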
* marks the source's active call; other numbers are inactive results. Only part of the results is shown; the hit share may differ from the screen's.

SMILES	TTR transcr act
CC(C)C(=O)Nc1ccc(C(=O)NNC(=O)c2ccco2)cc1	3.8
Cc1nn(-c2ccccc2)cc1/C=N/NS(=O)(=O)c1ccccc1	-0.2
Cc1ccccc1CN1CCN(S(=O)(=O)c2ccc(Cl)s2)CC1	-0.8
Cc1nn(CC(=O)N2CCc3ccccc32)c(C)c1S(=O)(=O)NC(C)(C)C	0.0
O=C(Nc1ccccc1)N(C1=NCCCCS1)c1cccc2ccccc12	4.1
COC(=O)[C@]12C[C@H](CC(=O)NCCC(C)C)C(=O)N(Cc3cccc4ccccc34)C1=C[C@H](COCc1ccccc1)O[C@@H]2C	-0.1
COc1ccc(C(=O)Nc2nnc(C3=COCCO3)o2)cc1OC	-0.6
Nc1nc(-c2c[nH]c3ccccc23)cs1	0.7
CCCC(=O)NC(=S)Nc1ccc(S(=O)(=O)N2CCc3ccccc32)cc1	0.7
COc1cc(OC)c(OC)cc1/C=N/NC(=O)CCc1c(C)n[nH]c1C	-0.9

The last 6 records of the part above are carried over, then new ones follow:
SMILES	TTR transcr act
O=C(Nc1ccccc1)N(C1=NCCCCS1)c1cccc2ccccc12	4.1
COC(=O)[C@]12C[C@H](CC(=O)NCCC(C)C)C(=O)N(Cc3cccc4ccccc34)C1=C[C@H](COCc1ccccc1)O[C@@H]2C	-0.1
COc1ccc(C(=O)Nc2nnc(C3=COCCO3)o2)cc1OC	-0.6
Nc1nc(-c2c[nH]c3ccccc23)cs1	0.7
CCCC(=O)NC(=S)Nc1ccc(S(=O)(=O)N2CCc3ccccc32)cc1	0.7
COc1cc(OC)c(OC)cc1/C=N/NC(=O)CCc1c(C)n[nH]c1C	-0.9
O=[N+]([O-])/C=C/c1cn(Cc2ccc(F)cc2)c2ccccc12	-2.8
Clc1ccc(CSc2nnc(/C=C/c3ccccc3)o2)c(Cl)c1	-2.5
CC(C)C[C@@]12C(=O)N(c3cccc(F)c3)C(=O)N1[C@H](c1ccc(Br)cc1)[C@@H]1C(=O)N(C(C)(C)C)C(=O)[C@@H]12	0.4
COc1ccc(-n2nc(C(=O)NCC(=O)Nc3cccc(Cl)c3)c3ccccc3c2=O)cc1OC	-1.3
COC(=O)[C@@H](NC(=O)NCc1cccc(OC)c1)C(C)C	3.1
CC(=O)OCCCn1c(C)[n+](C)c2cc(Cl)c(Cl)cc21	2.1
COc1ccc(C(=O)C2CCN(C(=S)NCCc3ccc(OC)c(OC)c3)CC2)cc1	-2.7
CCC(C)OC(=O)C1=C(C)O[C@]23OC(N)=C(C#N)[C@]12C(=O)c1ccccc13 (stereo partly specified)	-1.2
CC(NC(=O)c1ccccc1)c1ccc(Br)cc1 (stereo unspecified)	2.3
CCOC(=O)N1N=C(CC)CC1(O)C(F)(F)F (stereo unspecified)	0.1

Reprinted at random: three entries already listed, in no set order.
SMILES	TTR transcr act
CCC(C)OC(=O)C1=C(C)O[C@]23OC(N)=C(C#N)[C@]12C(=O)c1ccccc13 (stereo partly specified)	-1.2
CC(C)C[C@@]12C(=O)N(c3cccc(F)c3)C(=O)N1[C@H](c1ccc(Br)cc1)[C@@H]1C(=O)N(C(C)(C)C)C(=O)[C@@H]12	0.4
COc1ccc(C(=O)C2CCN(C(=S)NCCc3ccc(OC)c(OC)c3)CC2)cc1	-2.7

More entries:
SMILES	TTR transcr act
COc1ccc(NC(=O)CN2CCN(c3ccc(F)cc3)CC2)cc1Cl	-0.7
N=c1oc2ccccc2cc1-c1nc2ccccc2c(=O)[nH]1	0.0
Cc1ccccc1NC(=S)NCC(c1cccnc1)N1CCOCC1 (stereo unspecified)	0.1
O=C(CSc1nnc(COc2ccccc2F)n1-c1ccccc1)NCc1ccco1	-1.6
CC(=O)Nc1ccc(NC(=O)CCCN2C(=O)c3ccccc3C2=O)cc1	1.2
COc1ccc(-c2cn3cccc(C)c3n2)cc1F	-1.0
CC(=O)c1nnn(-c2cccc([N+](=O)[O-])c2)c1C	1.9
CCCCNC(=O)N1CCN(C(=O)C2CCCO2)CC1 (stereo unspecified)	0.3
COc1ccc(Oc2c(Cl)cnn(C3c4ccccc4-c4ccccc43)c2=O)cc1	-1.3
CCCCn1nc(C(=O)NC2CCCCCC2)c2ccccc2c1=O	1.4
CC(C)N(C(=O)COC(=O)CNC(=O)c1ccc(Br)cc1)c1ccccc1	-0.1
Cc1ccc(NC(=O)CN2CCCCCC2)c(Br)c1	0.9
CCCC(=O)Nc1nnc(S(=O)(=O)N2CCCCCC2)s1	1.8
COc1ccc(C2CC(=O)C(C=NCCCO)=C(O)C2)cc1 (stereo unspecified)	-1.6
CC1CCOC2(O1)C(=O)Nc1ccccc12 (stereo unspecified)	0.6
COc1cccc(/C=C2/C(=O)NN(c3ccc(C)c(C)c3)C2=O)c1	-1.5
Cc1cc(C)c(-n2nnnc2SC(C)C)c(C)c1	1.8
CCc1nnc(NC(=O)c2ccc(-c3ccc(Cl)cc3)o2)s1	-4.9
CCC1Oc2ccc(C)cc2N(CC(=O)NC2CCCCC2)C1=O (stereo unspecified)	-2.5
O=[N+]([O-])c1nn(-c2ccccc2)[n+]([O-])c1N1CCN(c2ccccc2F)CC1	0.8
COC(=O)C(O)(CC(=O)Nc1cc(OC)c(OC)c(OC)c1)C(F)(F)F (stereo unspecified)	-1.9
CCOc1ccc(N=Nc2c(=O)[nH]n3c(C)cc(C)nc23)cc1	0.3
O=C(Nc1ncc(Cc2ccccc2Cl)s1)C1=NCCN1	-2.2
CCN(CC)S(=O)(=O)c1cc(NC(=O)C(C)N(C)CC(=O)Nc2c(C)cccc2C)ccc1C (stereo unspecified)	-0.5
CCOc1ccccc1Nc1nnc(SCC(=O)NCC2CCCO2)s1 (stereo unspecified)	0.8
O=C(O)CC1(CC(=O)Nc2cc3ccccc3cn2)CCCCC1	0.7
Fc1ccc2c(-c3cccc(C(F)(F)F)c3)c(-c3ccccc3)ncc2c1	0.4
CCn1c(=O)c(C(=O)CN2CCc3ccccc32)c(N)n(Cc2ccccc2)c1=O	-0.1
COC(=O)[C@@]12C[C@@H](CC(=O)NCc3ccccc3)C(=O)N(Cc3ccc4c(c3)OCO4)C1=CCC(C)(C)C2	1.0
CCC(=O)Nc1cccc(-n2nnnc2SCC(=O)NCc2ccco2)c1	4.8

The closing 5 compounds of the section before come first, to join the parts:
SMILES	TTR transcr act
O=C(O)CC1(CC(=O)Nc2cc3ccccc3cn2)CCCCC1	0.7
Fc1ccc2c(-c3cccc(C(F)(F)F)c3)c(-c3ccccc3)ncc2c1	0.4
CCn1c(=O)c(C(=O)CN2CCc3ccccc32)c(N)n(Cc2ccccc2)c1=O	-0.1
COC(=O)[C@@]12C[C@@H](CC(=O)NCc3ccccc3)C(=O)N(Cc3ccc4c(c3)OCO4)C1=CCC(C)(C)C2	1.0
CCC(=O)Nc1cccc(-n2nnnc2SCC(=O)NCc2ccco2)c1	4.8
Cc1cc(C(=O)NC2=NCCS2)cs1	0.6
CC(C)(C)C(=O)O/N=C(\N)c1ccc([N+](=O)[O-])s1	-0.5
CC(=O)Nc1ccc(S(=O)(=O)NC(C)c2nc(-c3ccccc3)no2)cc1 (stereo unspecified)	-0.9
FC(F)(F)c1nc(Oc2ccccc2)c2ccccc2n1	2.1
CCc1ccc(Nc2n[n+](C)c(-c3ccncc3)s2)cc1	0.4
CC(C)c1ccc(Nc2nnc(SCC(=O)NCC3CCCO3)s2)cc1 (stereo unspecified)	-1.9
COc1ccc(CCNC(=O)COc2ncnc3ccccc23)cc1	-0.6
Fc1ccc(NC(=S)NCc2ccccc2)cc1	1.7
Cc1nnc2sc(SCc3ccc(Cl)cc3)nn2c1=O	0.1
C=CC[C@@]12C=C(OC)C(=O)C(OC)=C1O[C@H](c1ccc3c(c1)OCO3)[C@H]2C	2.7
COc1ccc(N(CC(=O)Nc2ccccc2OC)S(=O)(=O)c2ccc(OC)c(OC)c2)cc1	1.9
Cc1cc(C)cc(NS(=O)(=O)c2cc(C(=O)NCc3ccccn3)ccc2Cl)c1	-0.3
COc1ccc(NS(=O)(=O)c2cccs2)cn1	3.0
Cc1[nH]c2ccccc2c1/C=N/NC(=O)c1cc(C(C)(C)C)[nH]n1	3.4
COc1ccc(CNc2ccc(S(N)(=O)=O)cc2)c(OC)c1OC	-0.2
COc1ccc(-c2nn(-c3ccccc3)cc2/C=C\C(=O)N2CCOCC2)cc1[N+](=O)[O-]	-1.4
COc1ccc2[nH]c3c(c2c1)CCN1C(=O)C(CC(=O)NCc2cccc(C(F)(F)F)c2)C[C@H](C(=O)N2CCCCC2)[C@@]31CCc1ccccc1 (stereo partly specified)	-0.6
O=C(N/N=C/c1ccco1)c1ccccc1OCc1ccc(Br)cc1	-0.7
O=C(CN1CCOCC1)NNc1nc(-c2ccccc2)c2cc(Br)ccc2n1	-1.8
COc1cc2c3c(c1)/C(=C1/SC(=S)NC1=O)C(=O)N3C(C)(C)C=C2C	0.2
CCOC(=O)C1CCN(c2c(NCCN3CCCCC3C)c(=O)c2=O)CC1 (stereo unspecified)	2.3
CC(C)C(NC(=O)C(NC(=O)C1O[C@@H]2OC(C)(C)O[C@@H]2[C@H]2OC(C)(C)O[C@@H]12)C(C)C)C(=O)O (stereo partly specified)	2.3
Cc1c(NC(=O)c2nn3c(C(F)(F)F)cc(-c4ccccc4)nc3c2Cl)c(=O)n(-c2ccccc2)n1C	-1.1
Cc1ccccc1CS(=O)(=O)c1snnc1C	8.3
CC(OC(=O)C1CC1C)C(=O)Nc1ccc(Cl)cn1 (stereo unspecified)	-1.4
CN1CCN(C(=O)c2ccc(C(F)(F)F)cc2)CC1	2.1
O=c1[nH]cc(S(=O)(=O)N2CCN(c3ccc(F)cc3)CC2)c(=O)[nH]1	2.5
Cc1ccc(C)c(NC(=O)N2CCc3ccccc3C2)c1	0.5
COc1ccc(C2=NN3C(C2)c2ccccc2OC32C(=O)N(C)c3ccccc32)cc1 (stereo unspecified)	1.9
COc1ccc(C2(CNC(=O)CCC(=O)O)CCCC2)cc1	4.7
O=C(Nc1cccc(Cl)c1Cl)C1CCCC1	2.9
CCOc1nc2cnccc2n(CC(=O)Nc2ccccc2F)c1=O	6.8
COC(=O)C1(C(C[N+](=O)[O-])c2ccc(C)cc2)C(=O)NCC1c1ccco1 (stereo unspecified)	0.4
O=C(Nc1ccn(CCCN2CCN(c3ccccc3)CC2)c(=O)n1)OCc1ccccc1	-0.5
CCOC(=O)N1CCN(C(=O)c2ccc3c(c2)N=C(C)c2cc(Cl)ccc2S3)CC1	-3.1
O=C(c1cnn2c1NC(c1ccco1)CC2C(F)(F)F)N1CCN(c2cccc(Cl)c2)CC1 (stereo unspecified)	-1.6
CCN(CC(=O)Nc1ccc2c(c1)OCCO2)C(=O)C1CCCCC1	-1.1
COc1ccccc1NC(=O)CN1CCN(c2ccccc2F)CC1	-0.9
Cc1nc(SCC(=O)NCC2CCCO2)c2cc(-c3ccccc3)sc2n1 (stereo unspecified)	-0.4
O=C1CCCN1c1ccc(Br)cc1	1.2
O=[N+]([O-])c1ccc(/C=N/n2c(-c3ccccc3)n[nH]c2=S)cc1	-0.2
Cc1ccc(Cc2c(-c3ccc(C#N)cc3)nc3c4ccccc4ccn23)cc1	-2.0
O=C(/C=C/NCc1cccnc1)C(F)(F)C(F)(F)F	-1.6
O=S(=O)(c1ccc2nc(-c3ccccc3)[nH]c2c1)N1CCN(c2cccc(Cl)c2)CC1	-1.4
COc1ccccc1N(C(=O)c1cncc(Br)c1)c1nc(-c2ccc(C)cc2)cs1	-3.4
c1coc(-c2nnc(NC3=NCCC3)o2)c1	-2.9
O=C(CN1CCN(c2ccc(O)cc2)CC1)Nc1cc([N+](=O)[O-])ccc1Cl	0.2
CCC(=O)Nc1sc2c(c1C#N)CCC2	0.9
COc1cc(/C=N/NC(=O)c2cncc(Br)c2)cc([N+](=O)[O-])c1O	0.0
Cc1cc(C)n(-c2nc3nonc3nc2Nc2cccc(C)c2C)n1	-2.1
(cont.)
SMILES	TTR transcr act
Cc1cc(C(=O)N/N=C/c2cn(C)nc2C)c2ccccc2n1	-1.9
CCN(CC)S(=O)(=O)c1ccc(OC)c(N)c1	-1.3
CC1CC(C)CN(CC(O)COCc2ccccc2)C1 (stereo unspecified)	3.3
CCCCN(C)c1nc(-c2ccco2)c2c(c1C#N)CC(C)(C)OC2	-1.9
CCOc1cc(/C=C2/C(=O)N(c3ccccc3)N=C2C)ccc1OC(=O)c1ccco1	2.0
O=C(Nc1ccc(O)cc1)C1CCCO1 (stereo unspecified)	-0.3
O=C(COc1ccc(Cl)cc1)N(Cc1ccccc1)c1nc(-c2ccccc2)cs1	2.9
COc1ccccc1CNC(=O)C(CCSC)NC(=O)C1CCC(C)CC1 (stereo unspecified)	2.8
COC(=O)c1cc(Br)c(N)cc1OC	-0.7
CSC1=NCCN1C(=O)c1c(-c2ccccc2Cl)noc1C	1.7
O=C(NC1CCCCN(Cc2ccc(Cl)cc2)C1=O)c1ccc(Cl)cc1Cl (stereo unspecified)	0.4
Cn1c(SCc2ccc(Br)cc2)nc2c(c1=O)SCC2	-1.7
Cc1ccc(-c2nc(CN(C)Cc3ccc4nccnc4c3)c(C)o2)s1	-1.8
C=CCn1c(=O)[nH]c2nc3cc(N=CN(C)C)c(C)cc3nc2c1=O	-1.2
CCCCNc1c(-c2ccccn2)nc2nc(C)cc(C)n12	-1.0
Cc1cc(OCC(=O)N(C)c2ccccc2)cc2c1C(=O)CC(C)(C)O2	2.7
CC(C)(C)NC(=O)NC(=O)CSc1nnc2ccccn12	0.2
COc1cccc(/C=C/C(=O)OCC(=O)c2cc(C)n(CC3CCCO3)c2C)c1OC (stereo unspecified)	3.5
CCOc1ccc(NC2C=CS(=O)(=O)C2)cc1 (stereo unspecified)	-0.3
O=C(Oc1ccc(C(=S)N2CCOCC2)cc1)c1ccc([N+](=O)[O-])cc1	0.9
Cc1ccccc1/C=N\NC(=O)c1ccccc1-n1cccc1	-1.0
Cc1ccnc(NC(=S)NC(=O)/C=C/c2ccccc2)c1	-1.1
O=C(CN1CCN(c2ccc(O)cc2)CC1)NC(c1ccccc1)c1ccccc1	-1.9
Cc1ccc(-c2cc(C(=O)OCn3nnc4ccccc4c3=O)c3ccccc3n2)cc1	0.1
O=c1[nH]c2ccccc2nc1NCc1ccccc1	-2.4
Cc1ccn2c(c1)nc(=S)n2C(=O)c1ccccc1	1.8
COc1cc(C(c2c(C)[nH][nH]c2=O)c2c(C)[nH][nH]c2=O)ccc1OS(=O)(=O)c1ccccc1	-0.1

Screening data from PubChem.
